Assay outcomes from PubChem BioAssay.
Bcl-xL primary – Bcl-xL (human) inhibition | GST-Bcl-xL / FITC-Bim BH3 peptide fluorescence polarization | inhibition, % at 10.9 µM | 320,000 tested, 0.7% active;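 active = inhibition above the mean of all tested compounds plus 3 SD, cutoff set per campaign, cut at about 30% in these data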;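 also: 0% = DMSO wells and 100% = unlabeled Bim-BH3 peptide competitor; inhibitors lower millipolarization by displacing the labeled peptide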
MCL1 BIM primary – MCL1-BIM-BH3 interaction inhibition (human); GST-MCL1 / FITC-Bim-BH3 fluorescence polarization; inhibition, % at 10.9 µM; 320,000 tested, 0.68% active; AID 2057;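 active = inhibition above the mean inhibition of all tested compounds plus 3 SD, set per campaign, cut at about 40% in these data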;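 also: 0% = DMSO wells and 100% = unlabeled Bim-BH3 peptide control; higher means more loss of mP so more displacement of Bim peptide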
PAD4 FP inh – PAD4 (human) enzyme inhibition. recombinant PAD4, RCA probe fluorescence polarization. 330,000 tested, 0.41% active. inhibition, % at 6.36 µM;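 active = percent inhibition above a cutoff equal to the mean of all tested compounds plus 3 SD, cut at about 15% in these data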;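 also: 0% = PAD4 with RCA probe and DMSO and 100% = probe without PAD4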
MEX-5 binding – C. elegans MEX-5 TCR-2 RNA binding activity | Q9XUB2 | MEX-5/FITC-TCR2 RNA binding, fluorescence polarization; active compounds read low | activity score (negative = inhibition of binding), % at 10 µM | 300,000 tested, 0.38% active | AID 1832;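 active = inhibition past about -25% in most replicates, and total fluorescence under double the plate's negative control median, limit read from the data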;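 also: 0% = DMSO and -100% = 5 µM competing unlabeled TCR2 RNA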
Target sequence (Q9XUB2 whole entry, looked up): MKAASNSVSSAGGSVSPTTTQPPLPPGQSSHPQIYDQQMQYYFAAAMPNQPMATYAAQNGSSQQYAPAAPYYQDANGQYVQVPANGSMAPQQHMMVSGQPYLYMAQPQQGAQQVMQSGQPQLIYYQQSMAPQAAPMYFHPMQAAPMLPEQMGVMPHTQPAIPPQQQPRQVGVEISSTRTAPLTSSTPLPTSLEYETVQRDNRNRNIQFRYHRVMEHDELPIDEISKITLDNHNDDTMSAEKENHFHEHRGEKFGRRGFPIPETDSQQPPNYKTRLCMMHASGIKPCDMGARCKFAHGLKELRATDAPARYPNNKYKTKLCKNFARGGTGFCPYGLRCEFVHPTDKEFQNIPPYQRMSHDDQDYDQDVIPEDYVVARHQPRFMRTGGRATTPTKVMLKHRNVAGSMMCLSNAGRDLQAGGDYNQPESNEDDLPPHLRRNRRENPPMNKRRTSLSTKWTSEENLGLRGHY
GLD-1 TGE inh – GLD-1-TGE RNA interaction inhibition (C. elegans); Q17339; AID 2280; purified GLD-1 + fluorescein TGE RNA, fluorescence polarization; 320,000 tested, 0.44% active; inhibition, % at 5.96 µM;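 active = percent inhibition above a per-plate cutoff, the plate mean of test compounds plus 3 SD, cut at about 30% in these data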;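 also: 0% = DMSO wells with GLD-1 and probe and 100% = wells lacking GLD-1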
Fam108B inh – counter-screen for RBBP9 inhibitors: inhibitors of mouse Fam108B; recombinant Fam108B, FP-Rh probe fluorescence polarization; inhibition, % at 9.51 µM; 300,000 tested, 0.33% active; AID 1947;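 active = inhibition above the screen mean inhibition plus 3 SD, computed separately per campaign, cut at about 18% in these data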;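 also: inhibitors lower polarization as less probe binds the enzyme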
TPT1 inh – inhibitors of Candida albicans tRNA 2'-phosphotransferase TPT1. recombinant caTPT1, FP RNA substrate dephosphorylation. 300,000 tested, 0.81% active. AID 1962. inhibition, % at 5 µM;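 active = inhibition above the mean of all tested compounds plus 3 SD, set per screening campaign, cut at about 24% in these data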;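 also: plate controls were DMSO alone for no effect and ferristatin control at 100 nM for full effect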
GSTO1 counter – counter-screen for RBBP9 inhibitors: inhibitors of human GSTO1. P78417. recombinant GSTO1, activity-based probe fluorescence polarization. inhibition, % at 5.96 µM. 300,000 tested, 1.1% active;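 active = inhibition above the campaign mean inhibition plus 3 SD, cut at about 35% in these data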;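 also: 0% = GSTO1-1 with DMSO and 100% = wells lacking GSTO1-1 enzyme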
PME-1 inh – blocks human protein phosphatase methylesterase 1; recombinant PME-1, FP-Rh probe fluorescence polarization; AID 2130; 320,000 tested, 0.53% active; Q9Y570; inhibition, % at 5.9 µM;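 active = inhibition above the campaign mean of all compounds plus 3 SD, cut at about 26% in these data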;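 also: competitive labeling of PME-1 active site by serine hydrolase directed probe; 0% = PME-1 with DMSO and 100% = wells lacking PME-1 enzyme; inhibitors block probe labeling so polarization falls and inhibition rises; many of its hits are not listed in these tables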
Target sequence (Q9Y570 whole entry, looked up): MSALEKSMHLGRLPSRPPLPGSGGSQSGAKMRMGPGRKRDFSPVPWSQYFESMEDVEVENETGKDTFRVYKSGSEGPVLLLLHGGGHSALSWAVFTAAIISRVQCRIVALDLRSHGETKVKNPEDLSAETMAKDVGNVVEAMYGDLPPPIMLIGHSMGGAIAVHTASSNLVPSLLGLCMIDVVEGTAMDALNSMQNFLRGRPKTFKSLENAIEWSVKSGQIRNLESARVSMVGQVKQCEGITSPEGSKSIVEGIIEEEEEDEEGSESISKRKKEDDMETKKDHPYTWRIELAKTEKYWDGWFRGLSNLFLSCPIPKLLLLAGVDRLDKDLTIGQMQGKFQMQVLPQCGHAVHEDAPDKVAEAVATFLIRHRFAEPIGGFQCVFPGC
An asterisk follows results filed as active; · = not tested or not shown. Not all compounds are listed; the hit share may differ from the screen's.

SMILES	Bcl-xL primary	MCL1 BIM primary	PAD4 FP inh	MEX-5 binding	GLD-1 TGE inh	Fam108B inh	TPT1 inh	GSTO1 counter	PME-1 inh
CCN(Cc1ccccc1)c1ccc(/C=N/NS(=O)(=O)c2ccc(C)c([N+](=O)[O-])c2)cc1	2.1	-0.4	3.1	-0.4	-5.0	8.2	-0.1	-3.3	8.3
O=C(O)/C=C\c1ccccc1Oc1ccc(F)cc1	2.5	-5.2	-3.6	-2.8	1.4	-0.7	-3.1	-1.2	1.5
Cc1noc(C)c1COc1ccc(C(=O)NNC(=O)c2ccccc2F)cc1	3.1	2.6	1.9	·	0.5	·	·	·	0.8
CN(C)NC(=O)c1cccc(Cl)c1	9.3	1.9	-3.3	1.0	-5.1	-2.5	-3.0	-2.2	-2.4
Cc1ccc(S(=O)(=O)N(C)C)cc1NC(=O)CN1CCCC1	-2.8	-18.7	1.0	0.3	11.7	0.8	-5.0	-0.6	-5.6
O=C(c1ccco1)N1CCN(S(=O)(=O)c2ccc3c(c2)CCN3C(=O)C2CC2)CC1	4.1	-0.8	-2.2	-1.2	2.0	1.9	-5.9	-3.9	-0.6
C1=CC2=NC34CCCCC3CC3=C(CCCC3)N4C2=CC1=NC1CCCCC1 (stereo not drawn)	3.0	3.4	6.5	-1.5	-4.2	0.2	6.6	76.3*	8.9
COC(=O)c1cc(N=C(N)N=C(N)N)cc(C(=O)OC)c1	5.4	4.8	3.2	1.8	8.1	1.5	-1.8	-6.3	-0.5
CCn1cc(C(=O)O)c(=O)c2cnc(N3CCN(C(=S)Nc4ccccc4Cl)CC3)nc21	3.5	-1.0	-0.4	0.5	2.0	-4.1	2.9	2.6	-7.7
COc1cc(C(=O)OCC(=O)c2c[nH]c3ccccc23)ccc1OCC(=O)N1CCOCC1	-15.4	-19.5	-2.9	1.0	1.8	-12.6	4.0	-4.7	-10.8
Cc1ccc(C(=O)NCCCN2CCOCC2)c(C)c1	3.8	9.6	-5.0	-0.6	8.7	-4.4	-2.8	3.8	-2.1
O=c1c2cccc(Cl)c2nc2n1Cc1ccccc1-2	11.2	19.4	-2.4	-1.6	41.7*	1.1	-1.4	-2.1	3.9
OC(CNCCc1ccc(Cl)cc1Cl)COc1ccccc1 (stereo not drawn)	3.4	3.9	-2.3	0.2	13.1	-3.6	-0.1	5.5	3.3
Cc1nn(CCCC(=O)NCCc2ccc(Cl)cc2)c(=O)c2nn(-c3ccccc3)c(C)c12	0.3	-3.5	-2.3	-0.5	-7.3	0.8	-2.5	3.3	0.2
C[C@H]1NC(=O)[C@@]2(C)[C@@H](c3ccccc3)[C@H]3COc4ccccc4[C@H]3N2C1=O	-2.5	-2.0	-5.1	·	1.7	·	·	·	12.1
O=C(COC(=O)c1cc(-c2cccc3ccccc23)nc2ccccc12)NC1CCS(=O)(=O)C1 (stereo not drawn)	151.8*	185.3*	65.4*	-16.3	97.4*	14.5	-24.1	10.4	42.6*
O=C(COC(=O)/C=C/c1cnc2ccccc2n1)NCC(F)(F)F	11.6	2.3	1.8	-1.4	5.0	-2.9	-1.9	0.1	2.5
Cc1cc(C)nc(SCc2nnc(SCC(N)=O)n2Cc2ccco2)n1	-1.1	-6.6	1.4	-0.8	0.5	1.4	-4.8	2.1	6.0
CCOC(=O)COc1cc2oc(=O)cc(C)c2cc1[N+](=O)[O-]	13.5	13.5	-1.7	0.7	9.0	0.0	-7.5	-17.1	5.2
CCOC(=O)CCC(NC(=O)CCCCC(=O)NC(CCC(=O)OCC)C(=O)OCC)C(=O)OCC (stereo not drawn)	1.5	2.1	-2.8	2.1	3.8	-0.5	1.6	-1.6	-5.7
Cc1cccc2sc(N(CCCN(C)C)C(=O)COc3ccc(Cl)cc3)nc12	2.5	0.1	-1.5	1.2	0.7	-3.6	-2.7	1.3	-5.6
Cc1cc(NC(=O)c2cc(F)c(F)cc2Cl)no1	4.6	0.3	-0.4	-1.2	7.3	1.3	-3.2	-0.2	-0.9
CCc1cccc(CC)c1NC(=O)c1cccc(NC(=O)c2ccccc2)c1	6.7	4.8	-1.0	-1.7	8.1	1.4	-1.8	-12.0	4.2
C=CCNC(=S)NNC(=O)c1csc(C)c1C	1.0	-4.4	-1.9	-3.0	-1.1	1.3	1.3	2.6	1.0
Fc1ccc2c(c1)/C(=N/Nc1ccccn1)CCS2	2.4	-3.4	-3.2	1.7	7.2	3.5	0.9	0.6	-5.5
CN(C)CCNC(=O)C(=O)NCC(c1ccc2c(c1)OCO2)N1CCN(c2ccc(F)cc2)CC1 (stereo not drawn)	3.2	3.4	-2.3	-1.2	-8.7	-3.2	0.7	9.3	0.5
O=C(COC(=O)C1(c2ccc(Cl)cc2)CCCC1)NCc1ccco1	-1.8	-3.5	4.8	-1.2	-2.5	0.0	2.4	-13.7	-5.1
CC(=O)C1=C(c2ccccc2)NC(=O)NC1c1ccccc1 (stereo not drawn)	6.8	-0.4	0.7	-3.1	2.2	1.3	-1.5	-0.2	6.5
Cc1ccc(S(=O)(=O)N2CCN(C(=O)CN3CCc4ccccc4C3)CC2)cc1	3.7	-8.3	2.7	1.9	9.6	-1.0	-1.2	1.2	3.2
Cc1ccc(S(=O)(=O)c2nc(C)oc2N2CCOCC2)cc1	6.5	0.8	-3.4	-1.9	-7.6	-0.5	-1.8	0.2	-4.7
COc1ccc(CC(=O)N2CCC(CCC(=O)Nc3ccccc3)CC2)cc1	7.4	3.0	0.7	1.1	4.5	1.1	-2.2	1.0	-2.0
O=C(Cc1cccs1)Nc1nnc(SCc2ccc(C(F)(F)F)cc2)s1	-1.4	-5.5	-3.3	-2.4	-5.4	-3.5	5.2	0.6	-11.8
COc1cc(/C=C/C(=O)N(Cc2ccccc2)c2ccccn2)cc(OC)c1OC	7.6	13.7	1.4	1.4	5.6	-0.7	-2.1	-1.7	5.7
CN(C)c1ccc(NC(=O)CN2CCC(C(=O)c3ccc(F)cc3)CC2)cc1	-3.8	1.7	-6.2	1.1	2.4	5.8	-1.0	3.1	3.4
COc1ccccc1Oc1ccc(S(=O)(=O)N2CCCCC2)cc1NC(=O)CCNC(C)=O	-10.1	-14.4	5.8	-1.6	8.3	5.7	5.5	1.4	3.1
Cc1cccc(-n2c(-c3cccc([N+](=O)[O-])c3)nc3nc4ccccc4nc32)c1	6.3	5.8	3.8	-1.1	7.9	-6.0	-0.2	4.9	-6.5
COc1ccc(NC(=O)c2nn(C)c3c2CS(=O)(=O)c2ccccc2-3)cc1	3.0	-7.0	2.0	-2.0	1.8	0.5	-2.6	-1.7	3.7
COc1ccc(N/C=C/C(=O)C(F)(F)F)cc1	5.1	7.2	4.2	-0.8	-5.1	4.9	1.3	4.0	-8.7
COC(=O)c1cc(NC(=O)C2(S(=O)(=O)c3ccc(Cl)cc3)CC2)cc(C(=O)OC)c1	2.1	-11.2	-1.5	-1.1	-23.0	-5.3	23.1	0.5	-7.3
O=C(O)c1ccc(COc2ccc3ccccc3c2)o1	-0.6	-7.2	-0.1	-3.3	4.7	-4.8	1.8	5.0	0.9
O=C(CSc1nc2ccccc2c(=O)n1NC(=O)Cc1ccccc1)NCCc1ccccc1	2.1	2.1	-3.0	0.0	3.4	-0.6	1.6	2.0	-1.4
Cc1ccccc1Cc1n[nH]c(=S)n1N	-23.7	-19.6	1.4	0.7	2.3	-1.0	-7.5	3.0	0.9
O=C(N/N=C/c1ccc(Cl)cc1)c1nc2ccc([N+](=O)[O-])cc2c(=O)[nH]1	1.4	9.1	3.7	-1.6	2.5	-3.6	-1.7	2.8	4.0
Cc1ccc(-n2[nH]c(C)c(/C=N/c3ccccn3)c2=O)cc1	2.4	5.6	-10.6	-2.9	5.8	3.2	-2.0	-16.2	2.3
N=C1S/C(=C\c2ccccc2F)C(=O)N1c1ccc(F)cc1	-1.2	-3.6	-4.0	-1.9	-6.2	-0.5	3.3	-0.2	0.5
CN(Cc1cccs1)C(=O)Cn1cnc2cc([N+](=O)[O-])ccc2c1=O	7.4	6.2	0.7	-0.2	4.0	1.1	-7.3	6.0	4.7
O=C(NCC(c1cccnc1)N1CCN(c2ccccc2F)CC1)OCc1ccccc1 (stereo not drawn)	0.4	-6.6	-1.2	-0.4	2.2	0.4	3.2	-2.3	-1.5
O=C(NC12CC3CC(CC(C3)C1)C2)c1ccc(-c2ccc(Cl)cc2)o1	5.2	4.8	-5.3	0.1	-4.2	-10.9	-4.6	7.4	-17.8
Cc1[nH]c2ccccc2c1-c1csc(NC(=O)CN2CCOCC2)n1	8.5	9.5	-4.1	0.1	3.8	-3.3	-0.2	5.8	-0.3
CN(C)S(=O)(=O)c1ccc(N2CCCC2)c(C(=O)Nc2nc(-c3ccc(F)cc3)cs2)c1	4.9	6.3	-5.5	0.3	0.3	-12.3	-3.3	0.6	3.5
COc1ccc(-c2csc(N3CCSCC3)n2)cc1	1.5	2.9	-1.5	-0.4	-2.9	3.4	-4.3	2.8	-1.3
COC(=O)C(CC(C)C)NC(=O)c1ccc([N+](=O)[O-])cc1 (stereo not drawn)	0.7	-1.6	1.7	0.8	-0.3	0.5	0.4	-2.5	1.2
CC(C)c1ccc(NC(=O)C2CC(=O)N(C3CCCC3)C2)cc1 (stereo not drawn)	-1.4	-5.0	-0.2	0.9	0.3	4.6	0.1	3.8	8.1
C/C(=N\O)C1(C)N(O)C(C)(C)C(c2ccc(F)cc2)=[N+]1[O-] (stereo not drawn)	-4.5	-3.9	-1.5	-0.6	1.1	-5.2	-0.1	10.7	5.2
O=C(O)c1ccc(S(=O)(=O)Nc2ccc(O)c(Sc3nc4ccccc4s3)c2)cc1	26.5	42.5*	2.7	-4.5	6.7	1.8	0.7	54.8*	-9.7
Cc1ccc2ncnc(Nc3cccc(C(=O)O)c3)c2c1	-1.7	-6.2	-4.6	0.5	6.6	0.2	-1.8	-5.2	0.8
Cc1cccc(C(=O)OCC(=O)NCCNC(=O)COC(=O)c2cccc(C)c2C)c1C	-9.6	-26.0	-3.7	-1.8	-0.6	0.5	-0.2	7.8	-0.1
Cc1cc(C(=O)Nc2nc(C)c(C(=O)N(C)C)s2)ccc1[N+](=O)[O-]	0.2	0.0	-1.7	0.7	-6.4	-1.9	-5.0	-7.6	-3.5
Cc1ccc(Cl)cc1NC(=S)N(Cc1ccco1)C(C)c1cccs1 (stereo not drawn)	-1.4	0.3	-3.1	1.8	2.7	-11.3	1.1	2.5	1.4
O=C(CSc1nnc(-c2cccs2)n1Cc1ccccc1)N1CCc2ccccc2C1	-15.1	-9.2	-0.8	0.1	3.3	1.2	0.3	-3.2	-1.0
OC(COc1ccc(Cl)cc1)CSc1ccccn1 (stereo not drawn)	2.3	6.0	0.4	-1.7	2.5	4.8	-0.9	-1.6	-6.8
Cc1cc(Cl)c2oc(C(=O)NCC(C)(C)N3CCOCC3)c(C)c2c1	1.3	-4.0	0.8	0.2	4.3	-2.1	-3.5	1.4	8.8
CCc1ccc(NC(=O)C(C)OC(=O)c2cccc(S(=O)(=O)N3CCc4ccccc4C3)c2)cc1 (stereo not drawn)	-4.5	-21.4	4.6	4.0	-0.2	-18.4	-1.5	-2.9	-8.1
